PABP1 MLLE inh: inhibitors of PABP1 MLLE–PAM2 peptide binding, primary screen, biochemical, fluorescence polarization, FITC-PAM2, GST-MLLE | 360,000 tested, 0.36% active | inhibition, % at 20 µM | AID 588489, 2011 | Polyadenylate-binding protein 1 (Homo sapiens), P11940; in the data active = inhibition above about 35%, passing the limit was not always enough;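 also: plate controls were DMSO wells with GST-MLLE for no effect and wells lacking GST-MLLE protein for full effect; some results filed as inactive read as strong as hits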
MsrA act: bovine MsrA enzyme activators, primary screen, biochemical, absorbance, HTS; 360,000 tested, 0.3% active; purified bovine MsrA, absorbance read-out; activation, % at 10.6 µM; in the data active = activation above about 7.5%;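 also: 0% = vehicle and 100% = reference activator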
Rpn11 block: Rpn11 (PSMD14) deubiquitinase inhibitors, primary screen, biochemical, fluorescence polarization, uHTS; 26S proteasome non-ATPase regulatory subunit 14 (Homo sapiens), O00487; human 26S proteasome, Ub4-pepOG fluorescence polarization; 20S core pre-blocked with epoxomicin; calls only at 20 µM; 360,000 tested, 0.59% active; AID 588493, 2011;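 active = inhibition at 20 µM, scaled to each plate's controls, above about 33%, limit read from the data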
E coli Lon inh: inhibitors of E. coli Lon protease, primary screen, biochemical, fluorescence polarization; 360,000 tested, 0.42% active; purified E. coli Lon protease; AID 602123, 2011; inhibition, % at 7.94 µM; P0A9M0; in the data active = inhibition above about 13%, passing the limit was not always enough;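 also: 0% = enzyme with probe and DMSO and 100% = no enzyme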
CSN deneddyl inh: inhibitors of CSN-mediated cullin deneddylation, primary screen, biochemical, fluorescence polarization, uHTS; COP9 signalosome complex subunit 5 (Homo sapiens), Q92905; Purified CSN, SCF-Nedd8-OG deneddylation; inhibition, % at 12.5 µM; 360,000 tested, 0.38% active; AID 651999, 2013;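 active = pattern-corrected inhibition above about 35%, with an unprinted fluorescence ratio check between 0.5 and 1.5, limit read from the data, passing the limit was not always enough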;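 also: 0% = enzyme with substrate and 100% = substrate without enzyme; some results filed as inactive read as strong as hits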
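Assay system: HEK293T-derived human Csn5 enzyme; quantity: 0.24 nM enzyme; medium: Tris/NaCl/DTT buffer, pH 7.5; also added: substrate SCFSkp2-Nedd8OG, 10 nM; doses: 12.5 µM compound; schedule: 90 min reaction at room temperature; signal: FP; read-out: % inhibition of substrate cleavage by Csn5; benchmarks: substrate-only high control, full reaction low control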
MT1-MMP act inh: blockers of MT1-MMP proenzyme processing, primary screen, HT1080 RFP-PRO-GFP cells, GFP/RFP fluorescence; GFP/RFP ratio change, % at 20 µM; Matrix metalloproteinase-14 (Homo sapiens), P50281; AID 651647, 2012; 360,000 tested, 0.061% active; GFP/RFP ratio fluorescence, overnight; percent of plate control window, DMSO zero;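 active = GFP/RFP ratio change of at least 30% with cell ATP level not reduced by more than half and red fluorescence within 50% of control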; also: strong numbers were not always called active
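Assay system: RFP-PRO-GFP reporter HT1080 cells; read-out basis: GFP/RFP fluorescence ratio; benchmarks: DMSO wells and RFP-L50D-GFP cells; doses: 20 µM single dose, 1% DMSO; schedule: overnight cell settling, then overnight compound exposure, 37 °C, 5% CO2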
Rin1 Abl inh: inhibitors of Rin1-Abl protein binding, primary screen, biochemical, TR-FRET | AID 588664, 2011 | Tyrosine-protein kinase ABL1 (Homo sapiens) + Ras and Rab interactor 1 (Homo sapiens), … | inhibition, % at 7.35 µM | 360,000 tested, 0.4% active; in the data active = inhibition above about 5%, passing the limit was not always enough
MsrA inh: bovine MsrA enzyme inhibitors, primary screen, biochemical, absorbance, HTS; Methionine sulfoxide reductase A (Bos taurus); purified bovine MsrA, absorbance read-out; inhibition, % at 15.5 µM; 360,000 tested, 0.75% active; in the data active = inhibition above about 4.5%;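 also: 0% = vehicle wells with enzyme and 100% = reference inhibitor wells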
FAS-TE inh: FAS thioesterase domain inhibitors, primary screen, biochemical, fluorescence intensity, uHTS | Fatty acid synthase (Homo sapiens), P49327 | recombinant FAS-TE, OMFH fluorogenic substrate, fluorescence endpoint | inhibition, % at 15 µM | 360,000 tested, 0.67% active | AID 602261, 2012;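 active = compounds whose normalised, plate-corrected inhibition of enzyme fluorescence in the single-dose primary screen is 50% or more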;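 also: 0% = DMSO with enzyme and 100% = substrate without enzyme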
The depositor's hits bear a star; i = inactive; · = no result given. No enrichment for hits, and some 3.7% of all compounds hit somewhere here.

SMILES | PABP1 MLLE inh | MsrA act | Rpn11 block | E coli Lon inh | CSN deneddyl inh | MT1-MMP act inh | Rin1 Abl inh | MsrA inh | FAS-TE inh
O=C(c1ccco1)N1CCN(C(c2ccccc2F)c2nnnn2Cc2cccs2)CC1 (stereo not given) | 14 | -2 | i | 15 | -5 | -11 | 1 | -1.2 | 0
COc1ccc(N)cc1C#N | 2 | -2 | i | 4 | -1 | 1 | -4 | 1.4 | -5
O=C(Nc1ccccn1)c1c(O)c2cccc3c2n(c1=O)CCC3 | -5 | -2 | i | -7 | 3 | 2 | -3 | 0.7 | -5
Cc1nn2c(NCCN(C)C)c3c(nc2c1-c1ccccc1)CCCC3 | 15 | -3 | i | -4 | -1 | 7 | -1 | 0.1 | 2
COc1ccc(C(=O)COc2ccccc2N2C(=O)C3C4C=CC(C4)C3C2=O)cc1 (stereo not given) | 1 | -4 | i | -7 | -3 | 3 | -2 | 0.3 | 1
CC(NC(=O)CCSc1nc(-c2ccc3c(c2)OCO3)cc(C(F)(F)F)n1)c1ccccc1 (stereo not given) | 7 | -1 | i | -8 | 6 | 3 | -1 | -0.7 | 10
CC(NC(=O)c1cc2cc([N+](=O)[O-])ccc2oc1=O)C1CCCO1 (stereo not given) | 0 | -4 | i | 5 | -10 | 5 | -2 | 1.5 | 4
Cc1cc([N+](=O)[O-])ccc1NC(=S)NC(=O)Cc1ccccc1 | 21 | -9 | i | 0 | 1 | -1 | -3 | 2.9 | 12
CCCCC[C@@H](C)N1C[C@@H](COCc2ccccc2)Oc2cc(N3CCC[C@H]3COC)ccc2S1(=O)=O | · | 1 | · | 0 | 2 | -5 | · | 0.5 | 20
COc1ccc(OC)c(NC(=O)CSc2nc(=O)n(CCN3CCOCC3)c3c2CCC3)c1 | 0 | 0 | i | -9 | -1 | -4 | -3 | 1.0 | -9
Cc1cc(C)n(S(=O)(=O)c2ccc(C(C)(C)C)cc2)n1 | 3 | -4 | i | -11 | -2 | 0 | -1 | 1.4 | 0
COC(=O)Cc1c(O)ccn(CCc2ccccc2)c1=O | -5 | -6 | i | -2 | 4 | 2 | 3 | -0.2 | -3
COc1cccc2cc(C(=O)NC(C)C3CCCO3)c(=O)oc12 (stereo not given) | 13 | -12 | i | 0 | 6 | 1 | -2 | 2.1 | -10
O=C1CCCN1CCCNC(=S)Nc1cccc2ccccc12 | 14 | -15 | i | 6 | -3 | 1 | -3 | 1.5 | -6
CCCc1cc(=O)[nH]c(SCc2ccc(Cl)cc2)n1 | 4 | 0 | i | 9 | 0 | 2 | 1 | -0.5 | -4
CCOCCc1nn2c(=O)cc(CSCC(=O)Nc3ccc(OC)cc3)nc2s1 | 4 | -2 | i | 4 | -1 | -2 | 0 | 1.7 | -5
CCCCOc1ccc(CN(C)c2ncnc(N)n2)cc1 | 2 | -4 | i | -1 | 0 | 0 | -1 | 0.1 | -2
O=C(C1CC1)N1N=C(c2ccc(Cl)cc2)CC1(O)C(F)(F)F (stereo not given) | -10 | -8 | i | 1 | -2 | -1 | 0 | 0.0 | 6
COc1ccc(C(=O)NCC(c2ccco2)N2CCc3ccccc32)cc1 (stereo not given) | 8 | -3 | i | -11 | -4 | 5 | -1 | -0.4 | 7
Cn1c(CCC(=O)Nc2ccc(F)cc2)nc2cc(S(=O)(=O)N3CCOCC3)ccc21 | -14 | -2 | i | -1 | -3 | 0 | 4 | 0.6 | -4
CC(C)(C)n1nnnc1C(c1ccc(F)cc1)N(Cc1ccc(F)cc1)Cc1ccco1 (stereo not given) | -5 | 1 | i | -9 | 7 | -18 | 0 | 0.3 | 18
Cc1ccc(C)c(NC(=O)c2cc(=O)c3ccccc3o2)c1 | -1 | -2 | i | 8 | -3 | -3 | 3 | -1.4 | 6
O=[N+]([O-])c1ccccc1/C=N/NC1=NCCN1 | -129 | -6 | i | 5 | -3 | -2 | -4 | -1.0 | -4
Cc1ccc(S(=O)(=O)Nc2ccnc(-c3cccnc3)n2)cc1 | -4 | 4 | i | 0 | -9 | -1 | 1 | 0.0 | -2
Cc1ccccc1OCCn1c(S(=O)(=O)O)nc2c(N)ncnc21 | -7 | 4 | i | 3 | -3 | 3 | 1 | 0.8 | -1
N#C/C(=C/c1ccncc1)c1nc2ccccc2c(=O)[nH]1 | 2 | -4 | i | -5 | 2 | -6 | 1 | 0.8 | -1
O=C(NNC(=S)NCc1ccccc1)c1cccnc1 | -25 | -6 | i | -3 | 1 | 0 | 1 | 0.9 | -4
O=C(COC(=O)Cc1ccccc1F)Nc1ccc(F)cc1F | 6 | -1 | i | -3 | -3 | 0 | 4 | 0.9 | 0
CCSc1nnc(NC(=O)C2CCCCC2C(=O)OCC(F)(F)C(F)F)s1 (stereo not given) | -14 | -1 | i | -8 | 5 | 1 | 2 | -1.6 | -7
CC1CCCN(S(=O)(=O)c2cnc[nH]2)C1 (stereo not given) | 10 | -3 | i | 0 | -6 | -1 | -2 | -0.1 | -6
O=C(NCC1CCC(C(=O)O)CC1)OCc1ccccc1 (stereo not given) | 8 | -4 | i | -4 | -5 | 2 | -3 | 1.2 | -8
O=C(Nc1ncc(Cc2cccc(Cl)c2)s1)c1cccs1 | 0 | -2 | i | -3 | 9 | 4 | -4 | 3.5 | 8
CCc1ccc(C(=O)NNc2ccc(F)cc2F)cc1 | -3 | 3 | i | -1 | -1 | -3 | 3 | 0.8 | 1
NC(Cc1ccc(O)cc1)c1cn([C@@H](CCC(=O)O)C(=O)N2CCNCC2)nn1 (stereo not given in full) | -1 | -10 | i | 4 | -1 | 0 | 1 | -0.1 | -13
CC(=O)N1CCN(c2ccc(NC(=O)c3ccc4c(c3)OCCO4)cc2Cl)CC1 | -1 | -2 | i | -3 | 0 | 5 | -1 | 1.5 | -8
CC(C)[C@H](NC(=O)c1ccccc1F)C(=O)OCC(=O)Nc1sccc1C(N)=O | 2 | 2 | i | -4 | -2 | 2 | 0 | 0.9 | 1

One compound at a time, as listed above.
`O=C(NCC1CCC(C(=O)O)CC1)OCc1ccccc1` (stereo not given) across the screens: PABP1 MLLE inh: 8; MsrA act: -4; Rpn11 block: i; E coli Lon inh: -4; CSN deneddyl inh: -5; MT1-MMP act inh: 2; Rin1 Abl inh: -3; MsrA inh: 1.2; FAS-TE inh: -8
`NC(Cc1ccc(O)cc1)c1cn([C@@H](CCC(=O)O)C(=O)N2CCNCC2)nn1` (stereo not given in full) across the screens: PABP1 MLLE inh: -1; MsrA act: -10; Rpn11 block: i; E coli Lon inh: 4; CSN deneddyl inh: -1; MT1-MMP act inh: 0; Rin1 Abl inh: 1; MsrA inh: -0.1; FAS-TE inh: -13

(listing goes on)
SMILES | PABP1 MLLE inh | MsrA act | Rpn11 block | E coli Lon inh | CSN deneddyl inh | MT1-MMP act inh | Rin1 Abl inh | MsrA inh | FAS-TE inh
Cc1ccc(NC(=O)c2nc[nH]c2C(=O)NCCN(CCNC(=O)c2[nH]cnc2C(=O)Nc2ccc(C)cc2)CCNC(=O)c2[nH]cnc2C(=O)Nc2ccc(C)cc2)cc1 | -1 | -1 | i | 2 | 2 | -8 | 5 | 0.2 | 54*
O=C(c1cccc(N2C(=O)C3C4C=CC(C4)C3C2=O)c1)N1CCCCCC1 (stereo not given) | 12 | -2 | i | -6 | 0 | 1 | 1 | 0.8 | -5
O=C(NCc1ccco1)c1ccc(Cn2cc([N+](=O)[O-])cn2)o1 | 0 | -14 | i | -5 | -6 | -1 | -2 | 0.9 | 5
CN1CCN(CCCNC(=O)c2ccc(/C=C3/Sc4ccccc4N(Cc4cccc(Cl)c4)C3=O)cc2)CC1 | 3 | -5 | i | 7 | 3 | 4 | -1 | -0.9 | 11
O=C(Cc1c(F)cccc1Cl)Nc1ccncc1 | 7 | -2 | i | -10 | 10 | 5 | 0 | 1.8 | -8
Cc1cccc(C(=O)N[C@H](C(=O)Nc2ncc(C)s2)C(C)C)c1 | -6 | -1 | i | 2 | -5 | -5 | -2 | -0.5 | -1
COC(=O)c1ccc(C(=O)OCCCc2nc3ccc(N)cc3[nH]2)cc1 | -21 | -3 | i | -8 | -4 | 5 | 0 | -0.3 | -6
CC1CC(C)CN(C(=O)c2ccc(N3CC4CC(C3)c3cccc(=O)n3C4)c([N+](=O)[O-])c2)C1 (stereo not given) | 7 | -3 | i | -4 | -3 | -3 | -1 | 0.1 | 0
COc1ccc(-n2c(CNC(=O)COc3ccc(Cl)cc3)n[nH]c2=S)cc1 | 8 | 1 | i | -9 | -3 | 11 | 3 | -0.9 | -4
CSc1nc(Oc2ccc(=O)[nH]n2)nc(N(C)C)n1 | -5 | -3 | i | -7 | 1 | 6 | -2 | -1.0 | -7
O=c1c(C/C=C/c2ccccc2)c(O)ccn1Cc1cccc(Cl)c1 | -2 | -4 | i | -3 | 10 | -4 | 3 | 1.4 | 0
CCOC(=O)N1CCC(c2[nH][nH]c(=O)c2C)CC1 | 8 | 1 | i | -11 | 0 | -1 | 2 | -0.4 | -8
CCCCC(CC)CN1CN(CC(CC)CCCC)CC(C)(N)C1 (stereo not given) | 0 | -1 | i | -3 | -2 | 1 | -3 | 0.6 | -21
O=C(N/N=C/c1cc([N+](=O)[O-])ccc1O)c1cccc2ccccc12 | 18 | -1 | i | 2 | -1 | -4 | -1 | 2.3 | 42
COCCNC(=O)Nc1ccc2c(c1)N(C)C(=O)c1ccccc1S2 | -3 | -5 | i | 6 | -6 | 0 | 4 | -0.2 | -2
CCN(CC(=O)Nc1c(C(=O)OC)[nH]c2ccc(Cl)cc12)c1ccc2c(c1)OCO2 | 15 | -6 | i | 8 | -5 | -6 | -2 | 0.2 | 22
CCOC(=O)N1CCN(C(=O)c2ccc3c(c2)N(Cc2ccc(C)cc2)CCS3)CC1 | 0 | -5 | i | -6 | 0 | -5 | 2 | 0.8 | 24
COc1ccc(CCNC(=O)CCC(=O)Nc2ccccc2[N+](=O)[O-])cc1OC | -9 | 4 | i | 8 | 3 | -1 | -4 | 0.0 | -2
COc1cc(OC)cc(C(=O)NCC(=O)OCC(=O)Nc2cc(S(C)(=O)=O)ccc2Cl)c1 | 19 | -4 | i | -2 | 0 | 4 | -6 | 2.2 | -4
CCc1ccc(O)c(CNCCNCc2cc(CC)ccc2O)c1 | -6 | 1 | i | -7 | 1 | 5 | 1 | 0.3 | -16
Cc1cccc[n+]1CC(=O)c1ccc2c(c1)OCCO2 | -1 | -5 | i | 5 | 5 | 0 | 3 | -0.3 | -8
COc1cccc(CNC(=O)CCCc2cn(C)c3ccccc23)c1 | 12 | -2 | i | -5 | 2 | 2 | 1 | 2.4 | 4

High-throughput results from PubChem.
